Screens deposited in PubChem by several laboratories.
eLon inh: inhibitors of E. coli Lon protease, primary screen, biochemical, fluorescence polarization | AID 602123, 2011 | P0A9M0 | inhibition, % at 7.94 µM | purified E. coli Lon protease | actives 0.42% (n = 360,000); in the data active = inhibition above about 13%, passing the limit was not always enough;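 note: 0% = enzyme with probe and DMSO and 100% = no enzyme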
Scp1 inh: Scp-1 phosphatase inhibitors, primary screen, biochemical, colorimetric, uHTS; Carboxy-terminal domain RNA polymerase II polypeptide A small phosphatase 1 (Homo …; Recombinant Scp1, phosphopeptide, malachite green phosphate absorbance; inhibition, % at 20 µM; actives 0.88% (n = 340,000); AID 493091, 2011;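 active = inhibition above about 50% at 20 µM, limit read from the data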;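 note: plate controls were DMSO wells with enzyme for no effect and wells lacking enzyme for full effect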
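Test system: SCP-1 phosphatase catalytic domain, residues 76-261 | Compound dosing: One concentration, 20 µM, with 1.0% DMSO | Schedule: 45 min room-temperature reaction, 5 min colour, 30 min stabiliser | Detection: Absorbance at 630 nm | Read-out basis: % inhibition of SCP-1 phosphate liberation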
MsrA act: bovine MsrA enzyme activators, primary screen, biochemical, absorbance, HTS; actives 0.3% (n = 360,000); Methionine sulfoxide reductase A (Bos taurus); activation, % at 10.6 µM; purified bovine MsrA, absorbance read-out; in the data active = activation above about 7.5%;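 note: 0% = vehicle and 100% = reference activator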
DNMT1 block: human DNMT1 methyltransferase inhibitors, primary screen, biochemical, molecular beacon, fluorescence, HinP1I cleavage, uHTS; DNA (cytosine-5)-methyltransferase 1 (Homo sapiens), P26358; inhibition (reported as % activation of signal), % at 10 µM; actives 0.83% (n = 360,000); in the data active = inhibition above about 50%
CendR NRP1 mod: modulators of CendR peptide binding to NRP-1, primary screen, biochemical, fluorescence polarization, uHTS. actives 0.85% (n = 360,000). Neuropilin-1 (Homo sapiens), O14786. inhibition, % at 25 µM. FAM-RPARPAR peptide binding to NRP-1. AID 602438, 2012;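 active = inhibition or corrected inhibition above about 18%, plus a signal ratio from 0.5 to 1.5, limit read from the data, passing the limit was not always enough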; note: strong numbers were not always called active
Target sequence (O14786 whole entry, looked up): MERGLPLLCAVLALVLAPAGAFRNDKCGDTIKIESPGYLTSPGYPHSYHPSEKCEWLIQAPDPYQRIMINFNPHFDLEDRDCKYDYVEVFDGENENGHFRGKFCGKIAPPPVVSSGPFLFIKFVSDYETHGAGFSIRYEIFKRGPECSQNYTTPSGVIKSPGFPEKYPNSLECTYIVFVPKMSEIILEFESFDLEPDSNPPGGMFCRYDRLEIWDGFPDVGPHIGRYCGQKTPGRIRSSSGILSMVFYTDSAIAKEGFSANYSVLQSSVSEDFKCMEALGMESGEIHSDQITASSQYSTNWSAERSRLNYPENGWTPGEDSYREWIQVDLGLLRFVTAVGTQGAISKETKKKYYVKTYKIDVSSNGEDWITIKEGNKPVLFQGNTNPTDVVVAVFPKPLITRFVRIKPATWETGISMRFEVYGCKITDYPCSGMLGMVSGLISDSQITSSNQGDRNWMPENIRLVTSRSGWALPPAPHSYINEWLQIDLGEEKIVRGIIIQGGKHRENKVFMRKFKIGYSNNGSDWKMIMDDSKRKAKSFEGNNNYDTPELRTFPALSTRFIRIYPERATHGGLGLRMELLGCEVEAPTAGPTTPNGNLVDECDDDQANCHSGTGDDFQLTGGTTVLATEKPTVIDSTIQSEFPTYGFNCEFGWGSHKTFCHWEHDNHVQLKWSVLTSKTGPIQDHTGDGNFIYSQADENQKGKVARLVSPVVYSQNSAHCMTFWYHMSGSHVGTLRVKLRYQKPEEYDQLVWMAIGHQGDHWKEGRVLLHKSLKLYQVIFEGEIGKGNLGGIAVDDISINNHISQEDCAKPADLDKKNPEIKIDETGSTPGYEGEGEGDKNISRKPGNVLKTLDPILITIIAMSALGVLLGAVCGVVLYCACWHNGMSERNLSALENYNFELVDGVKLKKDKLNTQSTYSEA
SUMO1 PPI mod: modulators of SUMO1 protein-protein interactions, primary screen, biochemical, uHTS. Small ubiquitin-related modifier 1 (Homo sapiens), P63165. SUMO1 binding to a labelled peptide, TR-FRET, 1 h. inhibition, % at 20 µM. actives 0.33% (n = 360,000); in the data active = inhibition above about 37%
TbMetRS inhib: T. brucei MetRS inhibitors, primary screen, biochemical, luminescence; methionyl-tRNA synthetase (Trypanosoma brucei brucei); purified T. brucei MetRS, ATP depletion, Kinase-Glo luminescence; actives 0.4% (n = 360,000); AID 624268, 2012; inhibition, % at 11.9 µM;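 active = inhibition above a per-plate cutoff of the control wells' mean inhibition plus 3 SD, cut at about 5.5% in these data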;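 note: 0% = DMSO wells median and 100% = median of wells with control inhibitor compound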
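Material: parasite MetRS enzyme / Replication: singlicate, one well per compound / Signal: luminescence of leftover ATP / Schedule: 2 h aminoacylation at 25 °C after 15 min preincubation / Medium: HEPES-MgCl2-KCl buffer plus DTT, spermine, BSA, pyrophosphatase / Doses: 11.9 µM single point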
MsrA inh: bovine MsrA enzyme inhibitors, primary screen, biochemical, absorbance, HTS; actives 0.75% (n = 360,000); purified bovine MsrA, absorbance read-out; Methionine sulfoxide reductase A (Bos taurus); inhibition, % at 15.5 µM; in the data active = inhibition above about 4.5%;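 note: 0% = vehicle wells with enzyme and 100% = reference inhibitor wells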
LMPTP inh: LMPTP phosphatase inhibitors, primary screen, biochemical, fluorescence intensity, uHTS | Low molecular weight phosphotyrosine protein phosphatase (Homo sapiens), P24666 | recombinant LMPTP-A, OMFP fluorogenic substrate | inhibition, % at 20 µM | actives 0.22% (n = 360,000) | AID 651560, 2012;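 active = compounds that cut the enzyme signal by at least half of the control window in the single-dose screen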;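 note: plate controls were DMSO wells with enzyme plus substrate for no effect and substrate without enzyme for full effect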
Target sequence (P24666 whole entry, looked up): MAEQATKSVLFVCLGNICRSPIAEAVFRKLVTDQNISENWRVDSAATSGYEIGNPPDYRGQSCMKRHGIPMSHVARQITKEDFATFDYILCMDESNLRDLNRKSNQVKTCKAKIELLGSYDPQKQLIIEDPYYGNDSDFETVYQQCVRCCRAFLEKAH
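Test system – LMPTP-A phosphatase enzyme · Quantity – 0.625 nM LMPTP-A final · Reagent – OMFP substrate, 400 µM final · Dosing – one test concentration per compound, 20 µM, with 3% DMSO overall · Timing – 50 min enzyme reaction at room temperature, protected from light · Detection – fluorescence intensity · Controls – substrate-only low control, DMSO enzyme-plus-substrate high control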
STEP inh: STEP phosphatase inhibitors, primary screen, biochemical, fluorescence intensity, uHTS; Tyrosine-protein phosphatase non-receptor type 5 (Homo sapiens), P54829; recombinant STEP, OMFP fluorogenic substrate; inhibition, % at 20 µM; actives 0.25% (n = 360,000);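 active = inhibition at 20 µM, scaled per plate between control wells, above about 37%, limit read from the data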;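 note: 0% = DMSO with enzyme and substrate and 100% = substrate only without enzyme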
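medium = Bis-Tris buffer pH 6.0, 2.5 mM DTT, 0.005% Tween 20 | test system = STEP (striatal-enriched tyrosine phosphatase) enzyme, cell-free | measure = normalized % inhibition | compound dosing = 20 µM, 1% DMSO | also added = 25 µM OMFP | schedule = reaction 20 min, ambient temperature | measured by = fluorescence read at 480 nm ex / 540 nm em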
* = called active by the depositor; nt = not tested or not shown.

no.	mol	eLon inh	Scp1 inh	MsrA act	DNMT1 block	CendR NRP1 mod	SUMO1 PPI mod	TbMetRS inhib	MsrA inh	LMPTP inh	STEP inh
1	C[C@@H]1CN([C@H](C)CO)C(=O)CCCn2nncc2CO[C@H]1CN(C)Cc1ccc(Oc2ccccc2)cc1	5	nt	-2	1	5	6	-0.3	-0.6	-2.0	-3
2	CCOC(=O)c1ccc(S(=O)(=O)N2CCN(CC3CC=CCC3)CC2)cc1 (stereo unspecified)	-2	-2	7	0	-14	-1	-0.5	-0.1	0.2	0
3	O=C(NNS(=O)(=O)c1ccc(Br)cc1)C1CCCCC1	3	-3	-8	5	-1	3	0.1	0.8	-0.1	1
4	CC(C)(C)n1ncc2c(=O)n(CC(=O)c3ccc(Cl)cc3)cnc21	-1	-3	1	1	1	1	0.6	1.2	0.7	-1
5	CCOC(=O)c1cc(NC(=O)Nc2ccc(OC)c(OC)c2)c(C)nc1C	-10	-6	-4	-2	-3	2	-0.8	-0.3	0.3	1
6	O=C(CSc1ncc(-c2ccccc2)[nH]1)Nc1cccc(O)c1	2	-9	-1	-9	2	-1	5.6*	-0.3	1.0	0
7	COC(=O)c1ccccc1NC(=O)CCC(=O)N1CCSc2ccccc21	-8	-12	-3	-1	-2	-3	-0.4	0.3	-0.3	1
8	COc1cc(C(=O)N2CCN(c3ccc([N+](=O)[O-])cc3)CC2)ccc1OCc1c(C)noc1C	4	-11	0	-2	19*	-22	-0.5	0.3	-0.7	6
9	CC12CC3CC(C)(C1)CC(C(=O)N1CCCC1)(C3)C2	-4	0	-12	2	-6	-1	-1.6	0.9	0.3	-4
10	CN(C)C(CNc1ncccn1)c1ccccc1 (stereo unspecified)	-3	-5	-9	1	7	-3	-1.0	-1.4	0.4	-1
11	Cc1cc(O)ccc1NC(=O)Cc1cccc2ccccc12	0	0	-6	0	1	1	-0.7	1.0	-1.4	-2
12	Cc1cc(C(=O)N/N=C/c2ccccc2Br)no1	-1	0	-10	0	-5	-8	-0.8	0.3	-0.9	-2
13	CN(CC(=O)Nc1c(Cl)cccc1Cl)C(=O)CCC1CCCC1	3	-6	0	1	8	3	-0.3	-0.4	-0.2	0
14	COc1ccc(Cl)cc1C(=O)NNC(=O)c1cccnc1	-4	3	-11	3	3	0	-1.4	1.4	-0.9	-2
15	Cc1noc(NS(=O)(=O)c2ccc(NC(=O)c3oc4ccc(F)cc4c3C)cc2)c1C	3	-10	-6	-1	0	17	0.1	0.3	0.9	1
16	Cc1ccc(C(=O)N2CCN(C)CC2)cc1S(=O)(=O)N1CCCCCC1	0	-8	-1	-2	-8	5	-0.4	-0.2	-0.6	3
17	COCCN1Cc2cccc(C(=O)Nc3ccc(S(=O)(=O)N4CCOCC4)cc3)c2C1=O	3	-1	-2	0	-2	7	-0.6	-0.9	-0.3	1
18	Cc1cccc(OCC(=O)Nc2cc(C)c(C)cc2O)c1	0	-6	-3	2	-7	-1	0.1	0.0	0.4	-2
19	O=C(COC(=O)CNC(=O)c1cccc(OC(F)F)c1)NCc1ccc2c(c1)OCO2	-2	-6	-2	-1	-6	-3	-0.3	0.1	-0.9	-3
20	Cc1ccc(SCc2c(C(=O)N/N=C/c3ccncc3)nnn2-c2nonc2N)cc1	-12	4	2	3	2	-8	0.6	-0.4	2.4	0
21	CSc1nc(-c2ccccc2)nc(C(Cl)Cl)n1	-4	-37	-3	0	0	-4	-0.2	-1.5	0.9	0
22	CC(C)c1ccc(C(=O)CSc2n[nH]c(-c3ccncc3)n2)cc1	-14	-6	-6	1	-4	0	-0.1	1.2	0.3	-3
23	Fc1ccccc1CSCc1nc2ccccc2[nH]1	8	-13	-3	-2	8	7	0.6	-0.3	0.2	2
24	Cc1cc2occ(CC(=O)NCc3cccs3)c2cc1C(C)C	0	-11	-2	-2	0	0	0.4	-0.4	2.7	-1
25	O=C(O)c1cc(S(=O)(=O)NCC2COc3ccccc3O2)ccc1Cl (stereo unspecified)	-4	-7	1	-1	16	2	-0.3	-0.7	0.5	-1
26	CSc1sc2ccccc2[n+]1CCCS(=O)(=O)[O-]	-2	0	-9	2	-1	4	-1.8	0.5	-0.7	-3
27	CC(C)(C)n1nc2c(c1NC(=O)COc1ccc(Cl)cc1)CSC2	-5	-7	-1	-1	-4	0	0.1	nt	-1.0	2
28	CCn1nc(CC(=O)O)c2ccccc2c1=O	-6	-7	-2	-1	-2	4	0.3	0.5	-1.1	6
29	Cn1ccnc1SCC(=O)c1ccc(C#N)cc1	-7	-5	-3	-3	-15	-3	0.2	0.8	-0.8	-3
30	C=CC[n+]1c(/C=C/c2ccc(OC(C)=O)c(OC)c2)ccc2ccccc21	-5	-4	0	-8	-12	-46	-0.5	2.4	2.4	-1
31	Clc1ccccc1Nc1nc(NCc2ccccc2)nc2ccsc12	1	nt	-1	3	-4	-36	-0.2	0.2	9.7	4
32	COc1ccc(NC(=O)CSc2nc3cccnc3n2C)cc1	-4	1	-2	1	6	-4	-0.2	0.2	0.0	0
33	Cc1cccc(-c2cnc(C(O)c3ccc4ccccc4c3)[nH]2)c1 (stereo unspecified)	-4	nt	0	1	0	-8	0.9	-1.4	1.4	2
34	CS(=O)(=O)N1CCN(c2ccccc2NC(=O)c2ccc([N+](=O)[O-])o2)CC1	-6	-3	-5	-2	-7	-14	-0.9	-0.6	0.4	1
35	CON(C)C(=O)C[C@@H]1C[C@H](OC(=O)c2ccc([N+](=O)[O-])cc2)CN1C(=O)OC(C)(C)C	-9	-11	-1	0	-9	-26	-0.3	-1.4	-0.6	0
36	COc1ccccc1Nc1nc(=O)[nH]nc1C	-7	-2	0	1	-6	-4	0.2	1.1	-1.1	1
37	COc1ccc(NC(=O)C2CCCN(C)C2)cc1OCC(C)C (stereo unspecified)	0	-6	-2	1	-4	4	1.2	-0.2	-1.1	-2
38	CCCNC(=O)C1(C)CCCN(C(=O)c2cccc(C#N)c2)C1 (stereo unspecified)	-2	nt	-1	4	-12	2	-0.1	-0.8	-1.3	-2
39	COc1ccc(CCNS(=O)(=O)c2cccc(C(=O)O)c2)cc1OC	0	-3	-3	6	-7	2	0.1	-0.4	-0.5	0
40	Cc1ccc(S(=O)(=O)N2C(=O)C(C)SC2=Nc2ccccc2)cc1 (stereo unspecified)	-4	-4	0	-1	1	-1	0.8	-0.9	-1.4	0
41	Cc1ccc(S(=O)(=O)Nc2ccccc2CNc2ccc(Br)cn2)cc1	2	1	-7	-5	0	-1	-0.4	0.9	3.7	-2
42	C[C@@H]1CN([C@H](C)CO)C(=O)CCCn2cc(nn2)CO[C@H]1CN(C)C(=O)c1ccc(N2CCN(C)CC2)cc1	5	nt	-8	29	6	3	-1.1	1.8	-2.5	-4
43	O=C(CN1C(=O)c2ccc([N+](=O)[O-])cc2C1=O)NCC1CCCO1 (stereo unspecified)	4	2	-8	2	8	-39	-0.6	-0.3	0.0	1
44	Clc1nc(-c2n[nH]nc2Cl)n[nH]1	3	-2	-2	2	15	-1	-0.2	-0.7	-0.7	3
45	Cc1cc(C)cc(N(CC(=O)Nc2ccc(C)cc2Cl)S(=O)(=O)c2c(C)[nH]c(=O)[nH]c2=O)c1	-9	-2	-2	-1	9	14	0.4	1.0	0.0	0

The final 2 entries of the part before come first, to join the parts.
no.	mol	eLon inh	Scp1 inh	MsrA act	DNMT1 block	CendR NRP1 mod	SUMO1 PPI mod	TbMetRS inhib	MsrA inh	LMPTP inh	STEP inh
44	Clc1nc(-c2n[nH]nc2Cl)n[nH]1	3	-2	-2	2	15	-1	-0.2	-0.7	-0.7	3
45	Cc1cc(C)cc(N(CC(=O)Nc2ccc(C)cc2Cl)S(=O)(=O)c2c(C)[nH]c(=O)[nH]c2=O)c1	-9	-2	-2	-1	9	14	0.4	1.0	0.0	0
46	COC(=O)[C@@]1(Cc2ccc(F)cc2)[C@H]2c3cc(C(=O)N4CCCC4)n(C)c3C[C@H]2CN1C(=O)c1ccccc1	6	nt	-6	nt	-15	-1	-1.5	0.8	-0.3	nt
47	COc1ccc(CN2CC(C(=O)NCc3cccc(OC)c3)CC2=O)cc1 (stereo unspecified)	-10	-7	0	2	11	0	-0.1	0.7	-2.7	5
48	Cc1ccc2nsnc2c1NC(=O)c1ccc(-c2cc(Cl)ccc2Cl)o1	-2	1	-3	44	-25	-3	-0.2	0.2	1.0	16
49	CCC1Oc2ccccc2N(CC(=O)NCC2CCCO2)C1=O (stereo unspecified)	0	1	-5	-3	-6	6	-0.4	-0.7	-1.0	1
50	COc1ccc(OC)c(-c2c3c([nH]c(=S)c2C#N)CCCC3)c1	-5	-5	2	0	-14	-1	-0.1	-0.7	-0.9	2
51	COc1cc(NC(=O)C2CCCC2)c(OC)cc1Cl	-9	-6	-1	-2	11	0	-1.6	0.1	-1.7	5
52	CCN(Cc1ccccc1)c1ccc(/C=N/N2CCOCC2)cc1	-12	-4	-2	1	22	-2	-0.6	2.9	-0.6	-1
53	Cn1nccc1CNC(=O)c1c(Cl)cnn1C	-5	-5	-2	1	3	-4	0.4	0.1	0.6	-4
54	Cc1cc(C)n(/N=C/c2cccc([N+](=O)[O-])c2)c(=O)c1	-6	-5	-1	1	24	-8	0.0	0.1	-0.7	-3
55	CCn1nc(NC(=O)c2ccncc2)c2cc3ccc(C)cc3nc21	3	-1	-3	4	2	-20	0.7	0.1	-0.1	-1
56	O=C(O)c1cccc(-c2ccc(/C=N/NC(=O)c3cccnc3)o2)c1	-2	44	-5	18	-31	4	0.3	5.9*	-1.2	5
57	Oc1ccc(-c2cn3cc(C(F)(F)F)ccc3n2)cc1	1	-14	-3	1	-59	-1	-1.1	0.9	0.2	3
58	NC(=O)c1ccsc1NC(=O)CN1CCN(S(=O)(=O)c2ccccc2C(F)(F)F)CC1	-6	-8	-1	-17	19	1	-0.1	-1.1	7.8	-4
